TROY signal inh: inhibitors of TROY-dependent NF-kB signaling; 360,000 compounds, 0.98% hits; AID 1347056; Q293 LMP1-TROYcd NF-kB luciferase reporter, 4 h; inhibition, % at 10 µM;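 active means compounds whose plate-normalised and pattern-corrected inhibition of the luciferase reporter signal at the single screening dose is 50% or more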
NR2F2 inh: NR2F2 (human) inhibition, primary screen. P24468. HEK293T NGFI-A luciferase reporter, luminescence. inhibition, % at 8.6 µM. 370,000 compounds, 0.7% hits. AID 686940;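 active means inhibition above a per-plate cutoff, mean inhibition of test wells between control levels plus 3 SD, cut at about 38% in these data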;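 further: cells cotransfected with COUP-TFII expression vector driving the NGFI-A reporter; 0% = median of COUP-TF2 test wells and 100% = reporter-only cells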
CF NFkB block: blocks PAF-induced NF-kB reporter in cystic fibrosis cells. KKLEB NF-kB-GFP reporter, GFP fluorescence overnight. inhibition, % at 5 µM. 360,000 compounds, 0.86% hits. AID 588850;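 active means at least 50% inhibition at 5 µM, scaled per plate between neutral and stimulator controls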;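 further: PAF is a Pseudomonas aeruginosa culture filtrate used as stimulus; plate controls were PAF-stimulated DMSO wells for no effect and unstimulated DMSO wells for full effect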
KKLEB cytotox: counter-screen for CF NF-kB inhibitors: cytotoxicity; KKLEB CF airway cells viability, ATPlite luminescence, overnight; active compounds read low; cells stimulated with P. aeruginosa culture filtrate; activity change (cytotoxicity), % at 5 µM; 360,000 compounds, 0.36% hits; AID 602141;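 active means corrected activity change at or below -50% at 5 µM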
LMP1 NFkB inh: Epstein-Barr LMP1 NF-kappaB reporter inhibition. LMP1-induced NF-kappaB luciferase reporter cells, luminescence. inhibition, % at 12.5 µM. 350,000 compounds, 0.69% hits; in the data active means inhibition above about 41%;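 further: 0% = neutral control wells and 100% = reference inhibitor control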
NR5A2 inv ag: suppresses constitutive activity of human LRH-1 | O00482 | HEK293T StAR-luciferase reporter, LRH-1 transfected, 24 h | inhibition, % at 3.6 µM | 360,000 compounds, 0.13% hits | AID 602396;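 active means inhibition above the mean inhibition of all tested compounds plus 3 SD, cut at about 73% in these data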;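 further: 0% = DMSO wells and 100% = reporter-only cells lacking LRH-1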
NCOA3 inh: human NCOA3 inhibition; 360,000 compounds, 0.17% hits; inhibition, % at 3.6 µM; AID 588352; HEK293 GAL4-SRC3 luciferase reporter, luminescence; Q9Y6Q9;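 active means inhibition above a per-campaign cutoff, the mean of all compounds plus 3 SD, cut at about 60% in these data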;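 further: 0% = DMSO-treated cells and 100% = gossypol-treated cells at 36 µM; higher means less SRC3-driven luciferase light from the GAL4 reporter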
Shn3 inh set2: Schnurri-3 reporter inhibition in Clone20 osteoblasts; Clone20 osteoblast Shn3 3'UTR firefly luciferase, 24 h; inhibition, % at 12.5 µM; 360,000 compounds, 0.52% hits;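 active means mean inhibition of at least 75% with every replicate also reaching 75%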;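 further: 0% = median of neutral control wells and 100% = pilot-screen positive control compound; some compounds past the cut are filed as inactive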
TRAIL sens C8: caspase-8 TRAIL sensitization. NB7+C8 cells + TRAIL, ATPlite viability luminescence. inhibition (viability loss, TRAIL sensitization), % at 10 µM. 360,000 compounds, 1% hits;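 active means compounds causing at least 50% loss of cell viability in the single-dose screen, relative to plate controls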
NCOA1 inh: inhibits human SRC1 coactivator | Q15788 | HEK293 GAL4-SRC1 luciferase reporter, luminescence | inhibition, % at 3.6 µM | 360,000 compounds, 0.12% hits | AID 588354;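 active means inhibition above the campaign mean plus 3 SD, with each screening campaign given its own cutoff, cut at about 60% in these data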;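 further: 0% = DMSO treated cells and 100% = gossypol at 36 µM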
Target sequence (Q15788 whole entry, looked up, the tested form may be a part): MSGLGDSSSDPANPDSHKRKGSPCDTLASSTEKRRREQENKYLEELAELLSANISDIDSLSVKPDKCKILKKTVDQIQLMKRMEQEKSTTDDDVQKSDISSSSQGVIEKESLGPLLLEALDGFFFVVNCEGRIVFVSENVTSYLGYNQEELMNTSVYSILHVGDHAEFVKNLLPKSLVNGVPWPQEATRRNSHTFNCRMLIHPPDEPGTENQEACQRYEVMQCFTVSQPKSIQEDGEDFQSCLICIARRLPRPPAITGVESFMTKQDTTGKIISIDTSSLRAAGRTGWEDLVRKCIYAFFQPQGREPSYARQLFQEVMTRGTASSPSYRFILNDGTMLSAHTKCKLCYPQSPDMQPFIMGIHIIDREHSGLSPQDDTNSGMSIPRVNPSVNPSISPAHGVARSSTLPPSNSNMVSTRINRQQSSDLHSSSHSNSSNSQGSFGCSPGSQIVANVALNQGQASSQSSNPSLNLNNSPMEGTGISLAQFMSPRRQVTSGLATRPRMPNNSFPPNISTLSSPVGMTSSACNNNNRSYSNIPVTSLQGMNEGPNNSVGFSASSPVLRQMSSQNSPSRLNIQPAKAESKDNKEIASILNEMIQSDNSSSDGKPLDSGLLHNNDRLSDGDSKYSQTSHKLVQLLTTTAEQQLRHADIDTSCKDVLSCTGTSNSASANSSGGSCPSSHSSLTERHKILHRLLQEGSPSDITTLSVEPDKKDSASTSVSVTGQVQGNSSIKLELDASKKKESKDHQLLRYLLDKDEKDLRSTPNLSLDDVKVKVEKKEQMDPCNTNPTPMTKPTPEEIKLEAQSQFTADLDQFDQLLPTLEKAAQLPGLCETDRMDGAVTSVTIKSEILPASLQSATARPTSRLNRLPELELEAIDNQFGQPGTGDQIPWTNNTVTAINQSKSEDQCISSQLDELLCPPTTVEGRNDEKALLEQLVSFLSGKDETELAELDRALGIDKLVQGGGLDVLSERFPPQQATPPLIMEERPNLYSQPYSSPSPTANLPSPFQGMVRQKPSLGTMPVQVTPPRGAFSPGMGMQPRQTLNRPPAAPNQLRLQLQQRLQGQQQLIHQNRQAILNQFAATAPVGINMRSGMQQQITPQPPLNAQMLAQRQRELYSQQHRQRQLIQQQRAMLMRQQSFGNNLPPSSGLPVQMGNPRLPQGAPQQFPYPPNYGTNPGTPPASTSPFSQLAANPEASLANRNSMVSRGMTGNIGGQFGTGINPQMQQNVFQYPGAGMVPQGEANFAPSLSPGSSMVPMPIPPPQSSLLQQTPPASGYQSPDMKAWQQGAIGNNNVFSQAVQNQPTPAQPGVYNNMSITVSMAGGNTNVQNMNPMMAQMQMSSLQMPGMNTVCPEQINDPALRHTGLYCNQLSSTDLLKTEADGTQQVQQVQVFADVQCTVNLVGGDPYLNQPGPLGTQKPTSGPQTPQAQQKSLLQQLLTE
TWEAK-Fn14 inh: blocks TWEAK-Fn14 interaction in a reporter cell assay; TWEAK-stimulated Fn14 reporter cells, luciferase luminescence, 8 h; inhibition, % at 10 µM; 360,000 compounds, 2% hits; in the data active means inhibition above about 50%
Numbers without * were called inactive; . = not tested or not shown. This is a subset; the hit share may differ from the screen's.

Compound	TROY signal inh	NR2F2 inh	CF NFkB block	KKLEB cytotox	LMP1 NFkB inh	NR5A2 inv ag	NCOA3 inh	Shn3 inh set2	TRAIL sens C8	NCOA1 inh	TWEAK-Fn14 inh
O=C(NCCNCCO)C1(C(F)(F)F)C/C(=C\Cc2ccccc2)CCCO1 (stereo not drawn)	5	-10	-2	-1	-8	-6	15	-14	1	-3	-3
CCCCC1(CC)C(=O)NC(=O)NC1=Nc1ccc(OC)cc1 (stereo not drawn)	-24	-22	7	-6	-16	-13	-4	-13	10	-15	-17
COc1ccc(S(=O)(=O)N(C)C[C@H]2Oc3ccc(NC(=O)NC4CCCCC4)cc3C(=O)N([C@H](C)CO)C[C@@H]2C)cc1	-5	7	-6	9	-2	1	-8	7	-7	-1	-22
COC(=O)CCCC1=CC2=CC(=O)C(C)(OC(=O)c3cccs3)C(=O)C2=CN1c1ccccc1 (stereo not drawn)	4	7	3	-10	-2	14	7	12	-6	-8	7
Cc1[nH]nc2c1C1(CCC(c3ccccc3)CC1)C(C#N)=C(N)O2 (stereo not drawn)	7	-9	8	-9	3	22	19	-3	12	4	17
COc1ccc(OCc2cc(C(=O)N3CCCC(CO)C3)no2)c2ccccc12 (stereo not drawn)	-62	-37	-6	5	-39	-80	-79	-81	3	-88	-19
CCC(=O)Oc1ccc(-c2nc(-c3cccnc3)no2)cc1	-48	-15	-4	11	-16	-98	-71	-50	19	-78	10
O=C(NC1CCCCCC1)C1CCCN(c2ncccn2)C1 (stereo not drawn)	-25	7	-20	5	-7	-1	-20	-8	17	-24	23
COc1ccccc1-c1nnc2n1N=C(c1ccc(OC(F)F)c(OCC3CC3)c1)CS2	13	12	49	-40	13	19	-35	24	32	1	-21
CC1(C(=O)O)CC(C)(C(=O)O)CC(C)(C(=O)O)C1 (stereo not drawn)	.	1	2	10	5	16	7	-3	-3	4	27
COc1cccc(-c2nn(Cc3ccccc3)cc2CO)c1	-19	-24	2	6	-12	-50	-29	-12	-6	-22	21
O=C(O)c1cccc(NC(=S)NC(NC(=O)c2ccccc2[N+](=O)[O-])C(Cl)(Cl)Cl)c1 (stereo not drawn)	-12	-4	11	-4	1	10	-5	2	-9	-6	-12
Nn1c(CN2CCCCC2)nc2ccccc2c1=O	-6	10	5	16	-4	-6	-1	-13	-13	-13	1
CC(=O)N1CCN(S(=O)(=O)c2cccc(C(=O)Nc3nccs3)c2)CC1	-8	-13	5	3	2	13	-1	22	-1	10	20
CCCCCCCCCCCC(=O)NC(Cc1ccc(OC)c([N+](=O)[O-])c1)C(=O)O (stereo not drawn)	17	-5	-2	-7	-5	3	18	-18	-13	22	3
CCCCNC(=S)NNC(=O)c1ccoc1C	19	-35	0	2	-23	-8	-33	12	-5	-11	-10
CCCCOP(=O)(c1ccc(N(C)C)cc1)C(O)c1cc(OC)c(OC)c(OC)c1 (stereo not drawn)	-16	-22	-5	7	2	7	19	-10	10	-6	-4
CC(NC(=O)COc1ccc(Br)cc1)C1CCCO1 (stereo not drawn)	5	2	4	8	-7	2	-2	-10	-5	-15	6
NS(=O)(=O)c1ccc(CCNc2nc(CN3CCOCC3)nc3sc4c(c23)CCC4)cc1	-9	-4	6	0	-4	-5	11	-6	-1	-4	0
Cc1cc(C)cc(NC(=S)N(CCN(C)C)Cc2cccs2)c1	-7	11	11	10	6	10	28	5	-5	-13	18

Exported with two lines to a compound: part of the list above
Fields – TROY signal inh	NR2F2 inh	CF NFkB block	KKLEB cytotox	LMP1 NFkB inh	NR5A2 inv ag	NCOA3 inh	Shn3 inh set2	TRAIL sens C8	NCOA1 inh	TWEAK-Fn14 inh
NS(=O)(=O)c1ccc(CCNc2nc(CN3CCOCC3)nc3sc4c(c23)CCC4)cc1
→ -9	-4	6	0	-4	-5	11	-6	-1	-4	0
Cc1cc(C)cc(NC(=S)N(CCN(C)C)Cc2cccs2)c1
→ -7	11	11	10	6	10	28	5	-5	-13	18

Further compounds
Compound	TROY signal inh	NR2F2 inh	CF NFkB block	KKLEB cytotox	LMP1 NFkB inh	NR5A2 inv ag	NCOA3 inh	Shn3 inh set2	TRAIL sens C8	NCOA1 inh	TWEAK-Fn14 inh
CCCN(C(=O)c1cn(CC)c2nc(C)ccc2c1=O)c1c(N)n(Cc2ccccc2)c(=O)[nH]c1=O	0	8	-11	8	-2	-15	-6	5	-4	-7	-7
Cc1c(NC(=O)C(C)OC(=O)CC2Sc3ccccc3NC2=O)c(=O)n(-c2ccccc2)n1C (stereo not drawn)	18	13	2	-2	-12	-14	-10	-5	-15	-19	1
COc1cccc(-c2ccnc3[nH]n(-c4ccccc4)c(=O)c23)c1	-31	3	-17	6	-1	-23	-22	-24	13	-10	30
Cc1ccc(-n2c(=O)c3sccc3n(Cc3cc(=O)n4ccccc4n3)c2=O)cc1	-6	-15	-1	-5	-2	-7	16	-2	-1	8	22
C#CC[N+]1(CC#Cc2ccccc2)CCOCC1	-1	1	9	-3	-3	-3	-2	-4	0	7	-15
CC(C)(C)C1CCC(OCC(O)CN2CCCC2)CC1 (stereo not drawn)	-1	-13	-3	9	1	-17	6	-5	-7	3	7
O=C(CCCn1c(=O)[nH]c2cc(Cl)ccc2c1=O)NC1CCCCCCC1	-6	5	-12	-14	-24	4	17	-5	3	-49	16
CCN(CC)CCN1C(=O)C(=O)/C(=C(/O)c2c(C)[nH]c(C(=O)OC)c2C)C1c1ccc(OC)cc1 (stereo not drawn)	-9	-1	7	-9	5	-10	-5	2	0	16	-5
CCOc1ccccc1N=C1NC(=O)CS1	9	1	-4	5	-9	-6	1	0	-5	5	10
COc1ccc2c(CC(=O)Nc3ncc(C)s3)coc2c1	8	-23	26	-7	-53	-40	-93	-57	20	-53	35
COc1ccc(CC(=O)N2CCN=C2SCc2ccc([N+](=O)[O-])cc2)cc1	33	11	26	-10	-3	21	13	13	-1	-40	7
C=CCN1C(=O)C(Cc2ccc(SC(F)F)cc2)SC1=Nc1ccc(C(=O)O)cc1 (stereo not drawn)	14	-12	-5	4	4	2	14	-34	0	7	-32
COc1cc2cc(/C=C/C(=O)c3ccco3)c(Cl)nc2cc1OC	-6	-7	0	-15	6	5	-23	-2	-3	-22	-4
Cc1cnc(C(=O)N2CCCC(N3CCN(c4ccccc4C)CC3)C2)cn1 (stereo not drawn)	-14	9	5	4	-7	-3	2	17	-17	15	-6
Cc1cccc(C(=O)NNC(=O)c2ccc(S(=O)(=O)N3CCOCC3)cc2)c1	-15	-6	6	5	6	-7	-9	2	-6	-7	0
CC(C(=O)Nc1ccc(F)c(F)c1F)N1CCCCCC1 (stereo not drawn)	-16	5	2	8	3	2	7	-10	-2	-9	-2
COc1ccc(NC(=O)N(C)C[C@H]2OCc3cnnn3CCCC(=O)N([C@@H](C)CO)C[C@H]2C)cc1	-4	-3	-23	9	-10	11	4	-1	-21	12	4
Cc1ccccc1OCCC(=O)Nc1cccc(S(=O)(=O)Nc2ccccc2Cl)c1	40	1	-2	-32	-3	-6	6	28	7	11	6
Cc1ccc(NC(=O)CCN2CCCCC2)cc1	69*	-17	-6	-3	26	9	8	25	3	20	100*
Cc1cc(=O)oc(C)c1C(=O)NCCN(C)Cc1ccccc1	-18	4	0	0	-23	-1	-3	-58	7	-14	4

Later entries.
Compound	TROY signal inh	NR2F2 inh	CF NFkB block	KKLEB cytotox	LMP1 NFkB inh	NR5A2 inv ag	NCOA3 inh	Shn3 inh set2	TRAIL sens C8	NCOA1 inh	TWEAK-Fn14 inh
Cc1cc(C)cc(OCC(=O)OCC(=O)Nc2ccc(Cl)cn2)c1	7	-2	17	-5	-5	1	7	-45	-1	11	9
CCCc1nc2c(C)cc(Br)cn2c1Cc1ccccc1C(F)(F)F	27	-9	1	2	.	18	23	-1	-1	-2	26
CCOc1cc(S(=O)(=O)NCc2ccco2)c(OCC)cc1-n1cnnn1	-3	-2	-4	2	2	-8	9	-11	-18	-3	-14
Cc1c(C(=O)NCc2ccccn2)sc(=O)n1Cc1ccc(-c2ccccc2)cc1	24	2	12	8	.	-4	3	8	1	-15	8
CCCOc1ccc(/C=N/NC(=O)c2ccc(Cn3cc([N+](=O)[O-])cn3)o2)cc1	-49	-17	-8	-1	-16	-5	-16	-36	18	-23	-45
COCCn1c(=S)[nH]c2cc(C(=O)N3CCC(C(N)=O)(N4CCCCC4)CC3)ccc2c1=O	-8	-1	6	0	-5	8	-12	-3	-25	-9	-9
Cc1ccc(CN2C(=O)C(F)(F)Oc3ccc(C)cc32)cc1	-11	4	18	4	.	9	0	-1	-10	-7	-13
CC1Cc2ccccc2N1c1ncnc2c1nnn2Cc1ccccc1 (stereo not drawn)	-5	7	-20	-10	-15	8	1	9	21	16	46
CCOc1ccc(C2CC(=O)c3c([nH]c(C(=O)OC)c3C)C2)cc1OC (stereo not drawn)	3	0	10	-2	-19	-13	17	18	29	-4	4
O=C(O)c1cccc2[nH]c(C(F)(F)F)nc12	13	-3	9	-7	-3	11	-1	-11	5	-11	3
CC(C)(C)C1CCC(=O)N(CCSc2ccccc2)CC1 (stereo not drawn)	11	-53	17	-7	-34	-98	-109	-101	-4	-85	10
Cc1sc2nc(CSC(C)C(=O)Nc3cc(S(C)(=O)=O)ccc3Cl)[nH]c(=O)c2c1C (stereo not drawn)	22	10	34	-6	4	-23	5	15	7	-21	7
Cc1cc(F)ccc1NC(=O)CCCN(C)S(=O)(=O)c1ccc(F)cc1	2	-3	15	-6	7	-19	17	10	-19	4	-4
COc1ccc(CC(=O)NC(=S)Nc2ccc(S(=O)(=O)NC(C)(C)C)cc2)cc1	-2	-3	4	4	-6	26	7	2	-1	-2	14
COc1ccc(NC(=O)c2cccc(C#N)c2)cc1NS(=O)(=O)c1ccc(F)cc1	0	6	8	1	2	7	13	37	-3	-41	6
